Tau fluor counter = counter-screen for tau fibril formation inhibitors | tau K18 P301L Alexa594 fluorescence, heparin fibrillization | Potency, µM (series often up to 57.7 µM), without a hit: at the highest dose activity change, negative = decrease | hit rate 0.93% among 280,000 | AID 1463; further: on the % scale 0 is the no-effect control and ±100 the full control effect; nearly all actives have a fitted effect of over 55% in size
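Human K18 P301L tau (15 uM unlabeled plus 0.24 uM Alexa 594-labeled, final) in 100 mM sodium acetate pH 7 was mixed with compound and 20 uM heparin and incubated 6 hr at 37 C.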
TRb SRC2 PPI = inhibitors of human thyroid hormone receptor beta-SRC2 interaction; TRbeta-SRC2 peptide binding, fluorescence polarization; receptor liganded with 1 µM T3; Potency, µM (titrated, usually from 106 µM), for inactives: at the highest dose activity change, negative = inhibition, usual class: inhibitors; AID 1469; hit rate 0.065% among 280,000; P10828;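 further: plate controls were bound peptide for no effect and peptide without receptor for full effect; nearly all actives have a fitted effect of over 50% in size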
Target sequence (P10828 whole entry, looked up): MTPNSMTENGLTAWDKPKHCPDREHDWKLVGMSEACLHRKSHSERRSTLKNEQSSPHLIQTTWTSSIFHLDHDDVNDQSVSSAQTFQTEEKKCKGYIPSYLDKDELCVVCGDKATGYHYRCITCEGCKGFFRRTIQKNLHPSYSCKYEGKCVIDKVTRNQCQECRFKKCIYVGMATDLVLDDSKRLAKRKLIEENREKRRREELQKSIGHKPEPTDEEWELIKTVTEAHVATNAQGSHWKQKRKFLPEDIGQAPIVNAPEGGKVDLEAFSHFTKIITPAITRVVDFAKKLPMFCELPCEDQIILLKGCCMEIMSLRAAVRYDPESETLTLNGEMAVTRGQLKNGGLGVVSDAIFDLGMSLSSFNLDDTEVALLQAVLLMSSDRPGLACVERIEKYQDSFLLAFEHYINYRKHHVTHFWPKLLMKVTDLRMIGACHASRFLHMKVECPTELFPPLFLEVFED
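Each compound concentration gave % activity, normalized to unbound and bound Texas Red SRC2 controls, from polarization read after 5 hr ambient incubation with T3-loaded human TRb LBD.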
HTT cytoprotect = Huntington cell model cytoprotection by ATP luminescence; hit rate 0.14% among 230,000; Potency, µM (doses to about 56.4 µM), without a hit: cytoprotection (ATP increase), actives largely listed as activators; AID 1471; PC12 HTT-Q103 induced, cytoprotection, ATP luminescence, 40 h;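 further: % of control where 0% means no effect; nearly all actives have a fitted effect of over 45% in size; toxic huntingtin expression switched on by the ecdysone agonist tebufenozide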
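Stable PC12 Q103-GFP cells in serum-supplemented, phenol red-free DMEM; induction by tebufenozide at 100 nM final; compound dose series; cell viability quantified luminescently from ATP.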
TexasRed fluor = counter-screen for TRb-SRC2 inhibitors: fluorescence interference; TRb/SRC2 Texas Red total fluorescence interference; Potency, µM (series often up to 106 µM), without a hit: top-dose fluorescence change, negative = quenching; hit rate 0.29% among 280,000; AID 1479; active means well fitted curve in either direction with a large enough effect; inconclusive means small, poorly fitted or top-dose-only effect; further: on the % scale 0 is the no-effect control and ±100 the full control effect
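Human TRβ ligand-binding domain (0.6 uM) and Texas Red SRC2 peptide (20 nM) in Tris buffer with 1 uM T3 and 5% DMSO were incubated with pinned compound for 5 hr at ambient temperature. Total fluorescence was computed as S + 2P (555/632 nm).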
Tau ThT inhib = tau fibrillization inhibition (ThT binding) | P10636 | recombinant tau K18 P301L, heparin-induced fibrillization, ThT fluorescence | Potency, µM (highest dose often 57.4 µM), for the others: top-dose activity, negative = inhibition, actives largely listed as inhibitors | hit rate 2.1% among 270,000 | AID 1460; further: on the % scale 0 is the no-effect control and ±100 the full control effect; nearly all actives have a fitted effect of over 55% in size
Target sequence (P10636 561-689 P618L limits assumed): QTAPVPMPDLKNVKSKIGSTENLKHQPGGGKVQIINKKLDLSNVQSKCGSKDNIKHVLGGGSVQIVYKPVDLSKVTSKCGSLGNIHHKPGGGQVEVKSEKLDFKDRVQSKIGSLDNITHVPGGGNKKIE
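Using a mix of unlabeled (15 uM) and Alexa 594-labeled (0.24 uM) tau K18 P301L, heparin-triggered fibrillization over 6 hr at 37 C was scored by ThT fluorescence.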
L3MBTL1 inh = blocks human L3MBTL1. Potency, µM (titrated, usually from 57.1 µM), for inactives: at the highest dose activity, negative = inhibition, actives largely listed as inhibitors. AlphaScreen L3MBTL1–H3K9me1 peptide binding. AID 485360. Q9Y468. hit rate 0.66% among 230,000; further: on the % scale 0 is the no-effect control and ±100 the full control effect; nearly all actives have a fitted effect of over 60% in size
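Displacement of a biotinylated histone H3(1-15) peptide monomethylated at Lys9 (75 nM) from L3MBTL1 (50 nM) was measured by AlphaScreen after a 30 min room-temperature compound incubation; cefsulodin titration served as intraplate control.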
Tau FP inhib = inhibitors of human tau fibril formation. P10636. K18 P301L tau heparin fibrillization, Alexa594 FP, 6 h. Potency, µM (doses to about 57.7 µM), inactives show at the highest dose activity, negative = inhibition, most hits filed as inhibitors. hit rate 0.39% among 280,000. AID 1468; further: on the % scale 0 is the no-effect control and ±100 the full control effect; nearly all actives have a fitted effect of over 55% in size
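Compound effects on tau fibrillization are measured by Alexa 594 fluorescence polarization (ex 555, em 632 nm). K18 P301L tau is used at 15 uM with 0.24 uM labeled tracer, and 20 uM heparin induces aggregation over 6 hr at 37 C.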
RECQ1 helicase = blocks DNA unwinding by human RECQ1. P46063. RECQ1 DNA unwinding, red fluorescence kinetic read. Potency, µM (top dose mostly 57.3 µM), inactives show top-dose activity, negative = inhibition, hits mostly inhibitors. hit rate 0.54% among 240,000. AID 2549;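 further: plate controls were vehicle for no effect and no enzyme for full effect; nearly all actives have a fitted effect of over 30% in size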
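RECQ1T1 50 nM; forked duplex (20 bp + 30-nt ss tails) 200 nM, ATP 2 mM final; pH 8.0, 2 mM MgCl2, 2.5 ug/ml poly(dI-dC); 15 min compound preincubation; discontinuous kinetic read over 2 h at RT.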
Active calls of the source: *; i = inactive; ? = inconclusive; nt = no result given; [ ] = remark or other dose. Unless noted, the call rests on the fitted dose curve; in most records, active means well fitted curve in the direction sought with a large enough effect; inconclusive means small, poorly fitted or top-dose-only effect, or another doubt; inactive means no such curve, though single readings can be large; an effect the other way counts as inactive or inconclusive. Potency means the concentration at half of the fitted maximal effect. Only part of the results is shown (hit frequency here may not be typical).

Values run as follows: Tau fluor counter, TRb SRC2 PPI, HTT cytoprotect, TexasRed fluor, Tau ThT inhib, L3MBTL1 inh, Tau FP inhib, RECQ1 helicase
1: Cc1c(C(=O)c2ccc(Cl)c([N+](=O)[O-])c2)c2ccccn2c1CCC#N
    ?, -8%, 35%[10 µM], -3%, ?, -16%, 0%, -3%
2: C#CCSc1nccc(-c2nn(-c3ccc(C)cc3)ccc2=O)n1
    -14%, -9%, -61%[inhibitor][10 µM], -2%, -19%, nt, 6%, -7%
3: CCCCC(=O)N=c1sc2cc([N+](=O)[O-])ccc2n1C
    -6%, 5%, 9%[10 µM], -4%, -15%, -7%, -1%, 0%
4: Cc1cnc(NC(=O)C(C)N2C(=O)C3CC=CCC3C2=O)s1 (configuration not stated)
    4%, -4%, 19%[10 µM], 1%, -4%, -3%, 6%, -8%
5: O=C(NCc1ccc(OC(F)(F)F)cc1)C1CC(c2ccccc2[N+](=O)[O-])=NO1 (configuration not stated)
    -13%, -1%, -47%[inhibitor], -3%, -5%, 5%, 4%, i
6: O=C(CC1C(=O)NCCN1Cc1c(F)cccc1Cl)NCCCn1cccn1 (configuration not stated)
    2%, -1%, 3%[10 µM], 2%, 3%, 9%, -1%, i
7: CN(C)S(=O)(=O)c1cccc(-c2nn(-c3ccccc3)cc2/C=C2\SC(=S)N(CC(=O)O)C2=O)c1
    -4%, 5%, 4%[10 µM], -4%, ?, -19%, 3%, -7%
8: Cc1ccc(NC(=O)C(Cc2ccccc2)NS(=O)(=O)c2ccc3c(c2)oc(=O)n3C)cc1F (configuration not stated)
    -3%, 5%, nt, -27%, -2%, nt, ?, nt
9: O=C(Nc1nc2ccccc2n1CCOc1ccccc1Cl)c1ccccc1
    -7%, -1%, nt, 5%, 3%, nt, -6%, nt
10: CC1CC(=O)N(CC(=O)NCc2ccco2)c2ccccc2S1 (configuration not stated)
    0%, 0%, -13%, -2%, -12%, -7%, -3%, i
11: Cc1ccc2nc(-c3ccc(N4C(=NC(=O)CCC(=O)O)SC5CS(=O)(=O)CC54)cc3)sc2c1 (configuration not stated)
    -20%, 0%, -21%[10 µM], -10%, ?, 13µM*, -8%, -4%
12: COc1cccc(C(C#N)N2CCOCC2)c1 (configuration not stated)
    3%, 6%, -1%, 2%, -9%, nt, 9%, -3%
13: CCn1cc(CNC(=O)c2ccc(C)s2)cn1
    8%, 1%, 16%[10 µM], -1%, 4%, 4%, 5%, i
14: CC1CCCN(C(=O)N2c3ccccc3Sc3ccccc32)C1 (configuration not stated)
    -28%, -8%, 3%, -2%, -24%, nt, 10%, -7%
15: Cc1ccc(N2C(=O)CC(Sc3nc(-c4ccccc4)c4cc(Cl)ccc4n3)C2=O)c(C)c1 (configuration not stated)
    -1%, -21%, 9%[10 µM], -2%, 5%, -12%, 0%, 2%
16: Cc1ccc(CCNC(=O)C2CCC(CNc3c(N4CCCC4)c(=O)c3=O)CC2)cc1 (configuration not stated)
    -6%, -7%, -7%, 0%, -10%, nt, 5%, -4%
17: CCN(CC)c1ccc(NC(=O)c2c(OC)cccc2OC)c(C)c1
    -3%, 8%, 2%, 1%, ?, nt, 9%, -6%
18: CCCCc1c(O)nc(SCC(=O)N2CCCCC2)n(-c2ccccc2C)c1=O
    -2%, 0%, -2%[0.074 µM], 0%, -7%, nt, -8%, 0%
19: CCC(C)C(NC(=O)C1CCC(C)CC1)C(=O)Nc1cc(OC)ccc1OC (configuration not stated)
    -20%, -15%, -36%, 2%, -17%, nt, 7%, 12%
20: COc1cc2c(C#N)c(N3CCOCC3)nc(N)c2c(N)n1
    -16%, -14%, -15%[10 µM], -1%, ?, -11%, -14%, 19%
21: O=C(Nc1cccc(C(=O)OCc2cc(=O)n3nc(C4CC4)sc3n2)c1)c1cccc(F)c1
    2%, -5%, nt, -2%, ?, nt, -3%, nt
22: COC(=O)c1cc(S(=O)(=O)NCC2CCN(Cc3ccc(C)cc3)CC2)cn1C
    -16%, -1%, nt, -2%, -7%, nt, -5%, nt
23: Cc1cc(C)c(S(=O)(=O)N2CCCCC2)c(C)c1N(C)S(=O)(=O)c1ccccc1
    -20%, -7%, -42%[inhibitor], 1%, -11%, -2%, 9%, -17%
24: O=c1c2ccccc2nnn1CSc1nnc2sc3ccccc3n12
    -4%, -5%, 1%[1.9 µM], 0%, -13%, 8%, 0%, -1%
25: O=C(Nc1ccccc1N1CCOCC1)c1cccs1
    -9%, -16%, ?, 1%, -2%, 4%, -10%, -2%
26: O=C(Cn1cc2c(n1)CCCC2)NCCCN1CCCC1
    -2%, 6%, 1%, 2%, -7%, nt, -1%, -1%
27: COc1ccccc1NC(=O)CSc1nnc(-c2ccco2)n1Cc1ccco1
    -11%, -11%, 7%, -3%, -8%, -7%, -8%, -8%
28: CC(=O)c1c(O)ccc2c(-c3ccccc3)cc(=O)oc12
    -5%, 9%, 23%[10 µM], -3%, -11%, 2%, -6%, i
29: ONC(=Nc1ccccc1)C(=Nc1ccccc1)NO
    -17%, -10%, -7%, 0%, -5%, 7%, ?, i
30: COc1ccc(C2SCC(=O)N2c2c(C)n(C)n(-c3ccccc3)c2=O)c(OC)c1 (configuration not stated)
    4%, -13%, -1%, 1%, -7%, 5%, 2%, -9%

Looked up one by one from the list above, four records:
Values run as follows: Tau fluor counter, TRb SRC2 PPI, HTT cytoprotect, TexasRed fluor, Tau ThT inhib, L3MBTL1 inh, Tau FP inhib, RECQ1 helicase
24: O=c1c2ccccc2nnn1CSc1nnc2sc3ccccc3n12
    -4%, -5%, 1%[1.9 µM], 0%, -13%, 8%, 0%, -1%
25: O=C(Nc1ccccc1N1CCOCC1)c1cccs1
    -9%, -16%, ?, 1%, -2%, 4%, -10%, -2%
30: COc1ccc(C2SCC(=O)N2c2c(C)n(C)n(-c3ccccc3)c2=O)c(OC)c1 (configuration not stated)
    4%, -13%, -1%, 1%, -7%, 5%, 2%, -9%
27: COc1ccccc1NC(=O)CSc1nnc(-c2ccco2)n1Cc1ccco1
    -11%, -11%, 7%, -3%, -8%, -7%, -8%, -8%

(cont.)
Values run as follows: Tau fluor counter, TRb SRC2 PPI, HTT cytoprotect, TexasRed fluor, Tau ThT inhib, L3MBTL1 inh, Tau FP inhib, RECQ1 helicase
31: N/C(Cc1cccs1)=N\OC(=O)COc1ccc(Cl)cc1Cl
    -23%, -5%, -5%, -3%, -21%, nt, -8%, -11%
32: CCc1cc2cccc(C)c2nc1SCC(=O)NNC(=O)c1ccco1
    -12%, 11%, -1%[10 µM], 3%, -16%, -4%, -1%, -1%
33: COc1ccccc1C1C(C#N)=C(N)N(c2cccnc2)C2=C1C(=O)CC(C)(C)C2 (configuration not stated)
    -1%, -7%, -9%[10 µM], -6%, -7%, 2%, -1%, i
34: CC(C)(C)C(=O)NCCCc1ccccc1
    8%, -3%, -16%, -1%, 8%, 1%, 4%, i
35: CC1=C(C(=O)OCC2CCCO2)C(c2ccc(C)o2)C2=C(CC(c3ccc(F)cc3)CC2=O)N1 (configuration not stated)
    -10%, -14%, -17%[0.074 µM], -2%, -16%, 1%, 3%, -2%
36: CCC[N+](CC#Cc1ccccc1)(CCC)CC(=O)c1ccc(Cl)cc1
    -17%, 8%, 2%[10 µM], -4%, ?, 5%, 3%, -6%
37: COC(=O)N1C(c2ccccc2)=Cc2ccccc2C1CC(C)=O (configuration not stated)
    7%[11.6 µM], 4%[11.2 µM], ?, -3%[11.2 µM], 9%[11.5 µM], nt, 1%[11.6 µM], 0%[11.5 µM]
38: Cc1ccc(Cl)cc1NC(=O)C1CCCN(c2cnccn2)C1 (configuration not stated)
    -11%, 8%, nt, 0%, -3%, nt, -5%, nt
39: CCN(CC)C(=O)Cn1c(=O)n(CC2CCC(C(=O)NC)CC2)c(=O)c2sccc21 (configuration not stated)
    -3%, 5%, nt, 6%, -2%, nt, -3%, nt
40: Cc1ccc(-c2cc(C(=O)NCCCn3ccnc3)c3ccccc3n2)s1
    2%, -6%, -2%[10 µM], 1%, -3%, -5%, 4%, -10%
41: COc1ccc(NC(=O)c2ccccc2SC)cc1
    1%, 5%, -21%, 1%, 6%, -9%, -4%, i
42: Cc1cccc(C)c1NC(=O)CNC(=O)C(NC(=O)c1ccc(C(C)(C)C)cc1)C(C)C (configuration not stated)
    0%, -1%, 14%[10 µM], -1%, 1%, 3%, -1%, -1%
43: CN1C[C@@H]2C[C@@H](c3ccc(C#CC(C)(C)O)s3)N3CCC[C@@]23C1=O
    3%, -5%[53 µM], 10%[10 µM], 0%[53 µM], -4%, 0%, -1%, 26%
44: O=C(c1ccc([N+](=O)[O-])cc1)N1C=CC(C(F)(F)F)=NCC1
    -4%, -4%, -9%[10 µM], -3%, -7%, -4%, 0%, i
45: COc1cc(NS(=O)(=O)c2ccc(NC(=O)c3ccc(S(=O)(=O)N4CCCC4)cc3)cc2)ncn1
    -13%, 0%, -23%, -8%, -1%, nt, -3%, 1%
46: O=S(=O)(Cc1cc(Cl)nc(-c2ccccc2)n1)c1ccccc1
    ?, -13%, 42%[10 µM], -5%, -28%, 16%, ?, -5%
47: Cn1cnnc1SCCC(=O)Nc1ccc(Cl)cc1
    -2%, 4%, -4%[10 µM], -3%, -3%, 23%, -7%, -3%
48: COc1cc(CNCc2ccco2)ccc1OCc1ccccc1
    -10%, -13%, ?, 0%, -6%, -1%, -3%, -7%
49: CC1CCc2onc(C(=O)N3CCN(c4cccc(Cl)c4)CC3)c2C1 (configuration not stated)
    -17%, -5%, nt, -1%, ?, nt, 5%, nt
50: O=C(O)C1[C@H]2C(=O)N(C3CCCC3)C[C@]23C=C[C@H]1O3 (some centres not stated)
    -13%, 4%, 14%, -1%, -11%, 10%, -1%, 14%
51: CCCc1cc(=O)n2[nH]c(NCc3ccc(OC)c(OC)c3)nc2n1
    -4%, 2%, nt, 0%, -4%, 2%, -3%, -6%
52: CN1CCN(S(=O)(=O)c2cccc(C(=O)Nc3nc(-c4ccccc4)cs3)c2)CC1
    ?, -4%, -12%, -5%, -6%, nt, -10%, -4%
